# Bioassay records: PubChem BioAssay, several laboratories
# S1P4 agonist: S1P4 receptor agonists, primary screen, cell-based; Sphingosine 1-phosphate receptor 4 (Homo sapiens), O95977; 0.35% of 220,000 active; AID 1509, 2009; S1P4-expressing cell line, agonist reporter assay; activation, % at 4.98 µM; in the data active = activation above about 11%;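 note: 0% = DMSO vehicle and 100% = reference agonist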
# NPY2 pot ag: NPY-Y2 potentiators or agonists, primary screen, cell-based | AID 1359, 2008 | 0.45% of 220,000 active | cells expressing NPY-Y2, potentiator/agonist read-out | Neuropeptide Y receptor type 2 (Homo sapiens), P49146 | activation, % at 3.6 µM; in the data active = activation above about 27%;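 note: cells stimulated with NPY near EC25 plus isoproterenol at EC100; 0% = vehicle plus submaximal agonist and 100% = vehicle plus saturating agonist; some results beyond the cut were filed as inactive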
# Target sequence (P49146 whole entry, looked up): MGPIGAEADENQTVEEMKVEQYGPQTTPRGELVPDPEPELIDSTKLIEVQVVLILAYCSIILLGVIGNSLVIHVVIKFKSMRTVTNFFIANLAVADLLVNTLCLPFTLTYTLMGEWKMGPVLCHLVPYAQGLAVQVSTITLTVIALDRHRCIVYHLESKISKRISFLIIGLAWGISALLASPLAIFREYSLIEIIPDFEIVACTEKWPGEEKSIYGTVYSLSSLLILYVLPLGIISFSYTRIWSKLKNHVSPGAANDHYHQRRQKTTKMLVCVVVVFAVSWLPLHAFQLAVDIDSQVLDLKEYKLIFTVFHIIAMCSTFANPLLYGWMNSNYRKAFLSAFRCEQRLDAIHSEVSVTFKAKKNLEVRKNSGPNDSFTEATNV
# NPY Y1 blocker: NPY-Y1 receptor antagonists, primary screen, cell-based; 1% of 200,000 active; AID 1040, 2008; inhibition, % at 3.6 µM; Neuropeptide Y receptor type 1 (Homo sapiens), P25929; HEK293-CNG Y1 cells, membrane potential fluorescence; NPY at EC95, then isoproterenol;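 active = inhibition above the campaign mean inhibition of all tested compounds plus 3 SD, cut at about 20% in these data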;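 note: 0% = DMSO wells given NPY plus isoproterenol and 100% = isoproterenol alone without NPY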
#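 Test system – HEK293 Y1/CNG channel cell line · Also added – NPY agonist 25 nM, then isoproterenol 1 µM plus Ro 20-1724 25 µM · Compound dosing – one concentration, 3.6 µM, in 0.4% DMSO · Schedule – compound incubation 1 h at room temperature, readout 45 min post-stimulation · Technique – fluorescence, membrane potential probe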
# EP2 mod: EP2 receptor modulators, cAMP readout, primary screen, cell-based, HTRF cAMP, PGE2 stimulation; 0.83% of 260,000 active; induction, % at 25 µM; Prostaglandin E2 receptor EP2 subtype (Homo sapiens), P43116; EP2-expressing cells, cAMP HTRF FRET, PGE2 co-stimulation;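 active = compounds whose cAMP rise, as percent of the full-agonist control response, exceeds 60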;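 note: rat C6 glioma line stably carrying human EP2 under a CMV promoter; the protocol text gives 20 µM as final concentration; 100% = response of wells given 1 µM PGE2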
# Target sequence (P43116 whole entry, looked up): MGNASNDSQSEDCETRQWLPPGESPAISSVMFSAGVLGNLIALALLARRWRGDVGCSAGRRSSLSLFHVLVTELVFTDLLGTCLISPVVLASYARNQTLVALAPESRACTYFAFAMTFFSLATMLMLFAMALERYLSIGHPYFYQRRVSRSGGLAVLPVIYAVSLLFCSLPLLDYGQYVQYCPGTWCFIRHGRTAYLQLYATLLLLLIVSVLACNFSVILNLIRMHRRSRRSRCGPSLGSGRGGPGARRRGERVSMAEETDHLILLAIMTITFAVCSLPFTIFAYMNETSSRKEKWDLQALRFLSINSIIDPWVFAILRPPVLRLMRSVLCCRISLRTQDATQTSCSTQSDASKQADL
# NPY1 pot ag: NPY-Y1 receptor potentiators or agonists, primary screen, cell-based | NPY-Y1 expressing cells, potentiator/agonist activation | activation, % at 3.6 µM | 0.37% of 220,000 active | AID 1304, 2008; in the data active = activation above about 33%, passing the limit was not always enough;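 note: cells stimulated with NPY at EC10 then isoproterenol at EC100; 0% = low agonist plus stimulus and 100% = saturating agonist plus stimulus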
# S1P4 antagonist: S1P4 receptor antagonists, primary screen, cell-based. inhibition, % at 4.98 µM. S1P4-expressing cells, antagonist mode, reporter read-out. 0.26% of 220,000 active. AID 1510, 2009; in the data active = inhibition above about 29%;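 note: 0% = wells stimulated with agonist and 100% = vehicle wells without agonist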
# CHOP inhibitor: inhibitors of CHOP promoter induction, primary screen, cell-based, unfolded protein response, luciferase reporter; inhibition, % at 10 µM; AID 2732, 2010; CHO-K1 CHOP-promoter luciferase, tunicamycin-induced, 15-18 h; 3.8% of 220,000 active;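 active = compounds that reduced the stress-induced luciferase reporter signal by more than about 70% of percent inhibition, limit read from the data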;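 note: 0% = tunicamycin plus vehicle and 100% = wells without tunicamycin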
# TRPML3 ag: human TRPML3 channel agonists, primary screen, cell-based, HEK293 TRPML3-YFP, Fluo-8 calcium fluorescence, 3 µM | activation, % at 3 µM | 0.29% of 220,000 active | 100% = the carbachol control signal | Mucolipin-3 (Homo sapiens), Q8TDD5;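 active = activation above its plate's cutoff, the mean activation of the plate's test wells plus 3 SD, cut at about 12% in these data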;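 note: 0% = DMSO only wells and 100% = carbachol wells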
#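 Test system: TRPML3-YFP stable HEK293 cells. Doses: single point at 3 µM. Incubation: dye loading 1 h 37 °C then 30 min ambient, 125 s read. Signal: Fluo-8 calcium dye fluorescence, ex 470-495, em 515-575 nm. Measure: percent activation from peak-to-basal fluorescence ratio, scaled between DMSO and carbachol.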
# TRPN1 ag: zebrafish TRPN1 channel agonists, primary screen, cell-based, HEK293, calcium fluorescence | transient receptor potential cation channel N1 (TRPN1/NompC), Danio rerio | HEK293 zebrafish TRPN1-YFP, Fluo-8 calcium fluorescence; 100% = response to 87 µM carbachol | activation, % at 3 µM | 0.18% of 220,000 active;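 active = activation above its plate's cutoff, the mean activation of test wells on that plate plus 3 SD, cut at about 19% in these data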;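 note: 0% = DMSO alone and 100% = 87 µM carbachol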
#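 Material – zebrafish TRPN1-YFP in HEK293 cells · Doses – 3 µM single point · Schedule – dye 1 h 37 °C plus 30 min RT · Signal – Fluo-8 calcium fluorescence, excitation 470-495 nm, emission 515-575 nm · Read-out – % activation versus carbachol response · Control set – carbachol high, DMSO low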
# * = called active by the depositor; nt = no result given; & = joins results of further samples.
# Values run as follows: EP2 mod	S1P4 antagonist	CHOP inhibitor	NPY Y1 blocker	S1P4 agonist	TRPN1 ag	NPY1 pot ag	NPY2 pot ag	TRPML3 ag
> COC(=O)Sc1nnc(-c2ccc(Br)cc2)o1
  34	-6	91*	9	0.3	0.3	-29	-33	0.8
> CCN(CC)c1ccc(NC(=O)Cn2ncc3c(C)n(Cc4ccccc4F)c(C)c3c2=O)c(C)c1
  14	-7	0	2	0.8	0.9	-1	20	0.6
> Cn1c(Cn2c(=O)sc3ccccc32)nnc1SCC(=O)NCc1ccccc1
  -6	-7	-1	3	-1.1	-1.4	-2	20	0.4
> CC(NC(=O)Cc1ccc(F)cc1)c1ccc(F)cc1 (stereo not given)
  7	4	-24	1	-0.2	-0.7	-15	4	-0.2
> CCOc1ccc(C(=O)Nc2cc(C)ccn2)cc1
  1	11	24	-1	-1.0	-1.4	-14	13	-0.6
> O=C(CN1CCC(O)(c2ccc3c(c2)OCO3)CC1)NC1CCCCC1
  -25	12	-12	0	-0.8	0.0	1	1	0.9
> COc1cccc(Cc2n[nH]c(=S)n2Cc2ccco2)c1
  7	-3	-2	nt	0.0	1.0	-11	-6	0.3
> Cc1ccc(-c2nc(NC(=O)c3ccc(S(=O)(=O)N(CCC#N)CCC#N)cc3)sc2-c2ccccc2)cc1
  -2	-23	5	-2	1.4	0.0	17	-1	1.1
> COc1ccccc1N(CC(=O)NCCc1ccccc1)S(C)(=O)=O
  9	-9	-34	0	-0.1	0.8	14	13	0.7
> COC(=O)c1ccccc1NC(=O)Cn1c(=O)n(CCC(=O)NC2CCN(Cc3ccccc3)CC2)c(=O)c2ccccc21
  22	-7	50	nt	0.3	0.0	-21	-22	0.0
> COC(=O)NC(=S)Nc1ccc(Oc2ccc(Cl)cc2Cl)c(Cl)c1
  -58	-1	-31	4	2.2	1.3	-15	20	-0.2
> COc1ccc(Cl)cc1NC(=O)NCCCl
  -24	-21	25	4	1.5	-0.7	-1	-12	-0.1
> CN1CCC(NC(=O)c2ccncc2)CC1
  13	-9	7	-1	-1.4	2.3	-8	-10	1.5
> O=[N+]([O-])c1ccc(Oc2cccnc2)nc1
  20	14	3	nt	-0.2	1.3	-3	4	0.8
> COc1ccccc1CNC(=O)C(C)Sc1ccc(C)cc1 (stereo not given)
  -5	-15	24	10	0.0	-2.9	-6	-5	-1.2
> CC1C/C(=N\NC(=S)NC(C)C)CC(C)(C)C1 (stereo not given)
  9	7	34	-4	-0.1	-1.2	20	1	0.4
> CC(C)(C)n1nc2c(c1NC(=O)c1ccc(Br)o1)CS(=O)C2 (stereo not given)
  -5	-5	3	-3	1.3	1.4	9	7	1.7
> COc1cc(-c2nnc(SCc3c(F)cccc3Cl)o2)cc(OC)c1OC
  -19	-12	48	13	-1.9	-0.8	-29	-25	-0.9
> CCOC(=O)c1ccc(NC(=O)CSc2ccc(-c3ccncc3)nn2)cc1
  -11	2	-6	-2	1.5	0.7	16	2	1.4
> O=C(CC12CC3CC(CC(C3)C1)C2)N/N=C\c1ccc[nH]1
  -9	-5	55	-4	-0.8	-1.1	-3	-2	1.3
> CCOC(=O)c1ccccc1NC(=O)c1c(F)c(F)c(F)c(F)c1F
  27	5	73*	-6	0.2	-1.3	-13	2	0.0
> CC(=O)Nc1ccc(N2CCN(C(C)=O)CC2)cc1
  -16	3	18	-2	0.2	-1.5	12	-2	0.2
> CCOC(=O)c1cnc2ccc(C)cc2c1Nc1ccc(N2CCOCC2)cc1
  -13	-13	72*	1	1.2	-0.4	-3	11	-0.2
> COc1ccccc1NS(=O)(=O)c1cccc(C(=O)N/N=C/c2ccc(N3CCOCC3)cc2)c1
  -57	0	-14	0	1.8	1.8	2	4	-0.3
> Cc1ccc(C(=O)NC(=S)NNS(=O)(=O)c2ccc(C)cc2)cc1
  8	-38	16	7	0.3	4.1	17	-3	-0.2
> O=C(Nc1ccccc1)Nc1nnc(CSCc2ccccc2Cl)s1
  12	-5	90*	-6	2.2	-0.5	-3	8	0.6
> Cc1ncsc1C(=O)NCc1ccc(N2CCCC2=O)cc1
  -6	-3	35	-1	0.2	1.4	-17	3	1.3
> CC(=Nc1ccccc1)C1=C(O)CC(C)(C)CC1=O
  5	-1	-4	-4	0.0	1.7	18	-9	0.8
> COc1ccc(N2CCN(C(=O)CSc3nnc(-c4ccco4)n3C)CC2)cc1
  0	7	16	-2	0.4	1.2	-12	8	0.9
> O=[N+]([O-])c1cc(Cl)ccc1Sc1ccccn1
  -10	7	11	nt	-1.0	-2.0	24	-16	-0.8
> O=C(Nc1cccc2ncccc12)c1ccc(OCc2ccccc2)cc1
  -10	-1	23	0	-1.1	5.7	4	-14	2.6
> O=c1oc2ccccc2c(N2CCOCC2)c1[N+](=O)[O-]
  -49	-3	-7	0	1.7	-0.6	10	-9	0.5
> Cc1onc(-c2ccccc2)c1C(=O)Nc1cccnc1
  32	-5	33	0	0.5	-0.3	-5	13	-0.1
> CC1CCc2nc(NC(=O)c3cc(C(C)(C)C)nn3C)sc2C1 (stereo not given)
  -11	-33	63	nt	0.8	3.1	1	6	0.7
> Cc1cccc(NC(=S)NC(=O)/C=C/c2ccccc2)n1
  -19	1	-7	13	2.8	1.0	-21	6	0.2
> CCCn1nc(C(=O)N2CCCc3ccccc32)c2ccccc2c1=O
  -9	-20	8	3	0.3	0.4	-2	-3	0.4
> COc1ccc2c(C)cc(SCn3nnc4ccccc4c3=O)nc2c1
  27	0	43	1	1.6	-0.7	-9	4	1.1
> C=CCNC(=O)c1onc(CCl)c1C(=O)OC
  22	3	-17	-3	-1.1	0.2	-7	3	0.7
> CCCC1Cc2nc(Cl)c(C#N)cc2CO1 (stereo not given)
  -3	3	2	nt	0.2	-1.3	-20	-3	-0.7
> O=C(O)CCc1nn2cnc3sc4c(c3c2nc1=O)CCCC4
  35	-16	13	-1	-1.7	1.1	2	3	1.0
> COCCCNC(=O)CN1CCN(Cc2ccc(Cl)cc2)C1=O
  -1	-14	19	4	-0.8	-1.6	-2	-10	0.3
> CCn1c(N)c(C(N)=O)sc1=S
  3	-10	13	4	0.6	0.1	-12	-1	0.7
> Nc1ncnc(Nc2ccc(F)cc2)n1
  18	-8	-15	-3	0.1	0.1	-3	5	0.8
> CC(=O)Nc1ccc(C(=O)OCC(=O)N(C)C2CCCCC2)cc1
  0	3	3	-3	0.5	1.2	-13	-2	1.0
> CN1C(=O)CC(c2ccco2)Sc2ccccc21 (stereo not given)
  13	-10	1	2	1.4	0.2	4	3	-0.1
> COC(=O)C1C(=O)C=C(Nc2ccc(F)cc2F)CC1c1ccccc1 (stereo not given)
  -7	-3	7	-1	-2.2	0.6	-3	8	0.4
> Cc1cc(C)nc(SC2CCOC2=O)n1 (stereo not given)
  8	-2	3	0	-1.6	0.8	-21	4	0.1
> Clc1ccccc1-c1csc(Nc2cccnc2)n1
  43	11	35	nt	0.0	-2.4	12	16	-1.2
> Cc1c(NC(=O)COC(=O)c2cc(-c3ccc(-c4ccccc4)cc3)nc3ccccc23)c(=O)n(-c2ccccc2)n1C
  -1	-18	-9	-3	1.3	1.2	-4	6	0.4
> CC(=O)Nc1ccc(NC(=O)CCC(=O)OCC(=O)c2ccc(C)c([N+](=O)[O-])c2)cc1
  4	-6	22	-4	0.8	0.3	-7	18	0.3

# Further entries
# Values run as follows: EP2 mod	S1P4 antagonist	CHOP inhibitor	NPY Y1 blocker	S1P4 agonist	TRPN1 ag	NPY1 pot ag	NPY2 pot ag	TRPML3 ag
> Cc1occc1C(=O)N1CCN(c2ccc(Cl)c(Cl)c2)CC1
  -29	-10	75*	0	-4.3	2.8	3	-1	1.2
> CC1CC(C)CN(C2CCN(Cc3cccnc3)CC2)C1 (stereo not given)
  4	-7	21	21*	-2.7	0.1	0	8	1.4
> CN1/C(=C\C(=O)COC(=O)CNC(=O)c2ccc3ccccc3c2)C(C)(C)c2ccccc21
  -28	-25	43	13	2.0	-0.6	23	25	0.7
> O=C(Nc1ccccc1F)C(=O)c1cn(CC(=O)N2CCCCC2)c2ccccc12
  35	-7	-10	-2	-0.4	1.0	4	2	0.0
> Cc1cccc(N=Nc2ccc(O)c3ncccc23)c1
  -4	6	105*	0	3.2	0.3	15	14	0.3
> CCCNC(=O)Cc1c(OC)ccc2cc(Br)ccc12
  54	-12	18	7	0.3	-1.5	2	4	0.7
> CCOC(=O)Cn1nc(C)c(-c2ccccc2)c1N
  17&12	4	20	3	-1.1	1.5	10	11	0.3
> Cc1cc(-c2n[nH]c(=S)n2CC(C)C)cs1
  14	-10	-19	-2	0.8	-1.7	-6	-1	-0.8
> O=S(=O)(c1ccc2nc(-c3ccccc3)[nH]c2c1)N1CCN(c2cccc(Cl)c2)CC1
  -66	-8	50	4	0.5	0.5	-4	16	1.2
> O=S(=O)(c1ccccc1)c1cnc(-c2cccnc2)nc1-c1ccc(Cl)cc1Cl
  29	15	44	0	-0.7	-0.5	1	12	2.0
> C#CC1(O)CC(C)NCC1(C)CCC#N (stereo not given)
  1	-4	17	-2	1.6	0.6	-6	1	0.7
> CCc1sc(C(=O)Nc2cc(Cl)ccc2N2CCCCC2)cc1C
  33	17	-16	21*	0.6	1.1	-5	-3	0.9
> CN(c1ccccc1C(N)=O)S(=O)(=O)c1ccccc1
  25	-3	-23	2	-1.0	-0.1	-8	3	-0.3
> CCOc1cc(S(=O)(=O)n2nc(C)cc2C)ccc1F
  -1	-1	70	0	-0.8	1.0	9	1	0.5
> O=C(O)c1ccc[nH]c1=S
  2	-6	-6	nt	0.2	1.6	3	-10	0.5
> COc1ccc2oc(=O)c(-c3nc(C)cs3)cc2c1
  -17	-22	-10	-1	1.4	0.7	16	5	0.8
> COc1ccccc1C(=O)N1CCNC(=O)C1CC(=O)Nc1cccc(C)c1 (stereo not given)
  -4	14	10	1	1.5	-1.2	3	-4	-0.9
> C#CCNC(=O)C1=C[C@H](C(C)(C)C)C[C@H](OCc2ccc(CO)cc2)O1
  -4	0	-13	1	-2.1	-1.6	19	-11	-0.3

# Entries of single compounds, looked up by structure. Order of values: EP2 mod, S1P4 antagonist, CHOP inhibitor, NPY Y1 blocker, S1P4 agonist, TRPN1 ag, NPY1 pot ag, NPY2 pot ag, TRPML3 ag
# Shown for Cc1onc(-c2ccccc2)c1C(=O)Nc1cccnc1 : 32, -5, 33, 0, 0.5, -0.3, -5, 13, -0.1
# Shown for CC(=O)Nc1ccc(N2CCN(C(C)=O)CC2)cc1 : -16, 3, 18, -2, 0.2, -1.5, 12, -2, 0.2
